Source: PubChem (National Center for Advancing Translational Sciences (NCATS))
Pf Dd2 inh: qHTS Primary assay for Inhibitors of Plasmodium falciparum Dd2 growth in vitro; hit rate 4.3% among 120,000; P. falciparum Dd2 growth, SYBR Green, 72 h; Potency, µM (highest dose often 28.9 µM), for inactives: at the highest dose activity, negative = inhibition, actives largely listed as inhibitors; AID 1347417, 2020; active = well fitted inhibition curve with a large enough effect; inconclusive = small, poorly fitted or top-dose-only effect; inactive = no such curve, though single readings can be large or run the other way;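 note: plate controls were DMSO vehicle for no effect and reference drug for full effect; nearly all actives have a fitted effect of over 65% in size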
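Readout: SYBR Green fluorescence, 485 nm excitation, 535 nm emission, after ~16 h lysis at 37C. Before that, Dd2-infected red cells (2.5% hematocrit) grew 72 h with compound, 29 uM top final concentration.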
An asterisk follows results filed as active; i = inactive; ? = inconclusive; [ ] = another dose, or the depositor's remark. Potency is the fitted concentration of half-maximal effect. A portion of the library; count on the stated rates, not on these rows.

SMILES	Pf Dd2 inh
c1ccc(-c2noc(-c3cncnc3NCCc3cccs3)n2)cc1	i
O=C1[C@@H]2C[C@@H](O)CN2C2(CN(CC3CC3)C2)C(=O)N1Cc1ccccc1	6%[44.1 µM]
CCOc1ccc2c(n1)CCN(C(=O)c1ccc(OC)cc1OC)C2	6%
CCOc1ccc(NC(=O)C(NS(=O)(=O)c2ccc3c(c2)CCN3C(C)=O)C(C)C)cc1 (stereo not given)	i
COCCCNC(=O)CSc1nc2cc3c(cc2c(=O)n1CCCC(=O)NCc1ccc(OC)cc1)OCO3	i
CCOc1cc(C2c3c(oc4cc(C)cc(C)c4c3=O)C(=O)N2CCO)ccc1O (stereo not given)	19%
O=C(N[C@H]1CCN2C(=O)c3ccccc3NC(=O)[C@@H]2C1)C1CCCC1	-12%[44.1 µM]
COc1ccc(NC(=O)CCNS(=O)(=O)c2cccc3nsnc23)cc1	10%
COc1ccc(OC)c(S(=O)(=O)N2CCOCCNC(=O)[C@@H]3CCC[C@@H]32)c1	44%[activator]
COCCOCC(=O)N1CCC2(CC1)c1[nH]c3ccc(OC)cc3c1CCN2C	-20%
Clc1ccc(CN2CCC[C@H]2c2nc(-c3ccc(N4CCOCC4)nc3)no2)cc1	?
COc1cccc(-c2cc(C(=O)Nc3ccc(F)cc3)[nH]n2)c1	2.5µM*
Cc1ccc(Cl)cc1N1CCN(C(=O)c2ccc3c(c2)N(Cc2ccccc2F)C(=O)c2ccccc2S3(=O)=O)CC1	?
Cc1nc(-c2cnccn2)n(CC(=O)Nc2ccc(F)cc2)c(=O)c1C	?
O=C(c1ccno1)N1C[C@@H]2OCC(=O)N(CC3CC3)[C@@H]2C1	31%[activator][44.1 µM]
CS(=O)(=O)N1CCC(C2CCN(C(=O)Cc3ccc(F)cc3)C2)CC1 (stereo not given)	5%
COc1ccc(CC(=O)NC[C@@H]2CC[C@H]3C[C@@H]2C3(C)C)cc1	?
COc1ccccc1-c1nnc2n1C(C(=O)NCc1ccc(F)cc1)CC2 (stereo not given)	4µM*
COc1ccc(C(C)n2c(C)c3c(C)nnc(C)c3c2C)cc1 (stereo not given)	-13%
COc1ccc(CNC(=O)C2(c3cccs3)CCOCC2)cc1	47%[activator]
COCCN1C(=O)c2ccccc2C(C(=O)NCc2ccco2)C12CCCC2 (stereo not given)	0%
Cc1ccc(OCC(=O)N2CC(c3noc(COc4ccccc4)n3)C2)cc1	-28%
O=C(NC1CC1)c1ccc2nccn2c1	7%[44.1 µM]
COc1cc(SC)ccc1C(=O)N[C@H]1CCN2C(=O)N(c3ccc(OC(F)(F)F)cc3)C(=O)[C@@H]2C1	?
Cc1cccc(Cn2c(-c3ccc(Cl)cc3)nc(C)c(CCO)c2=O)c1	i
Cc1ccc(CNC(=O)N2[C@H]3CC[C@@H]2c2cncnc2C3)cc1	-5%
CC(C)c1ccc(OCc2nc3c(n2Cc2ccccc2)C(=O)N(CC2CC2)CCN3)cc1	?
COc1ccccc1C(=O)Nc1cc(-c2ccc(C)cc2)no1	18%
O=C(CCn1ccn2nc3c(c2c1=O)CCCC3)Nc1ccccc1F	-23%
O=C(c1ccccc1)N1CCn2c(nn(-c3ccc(Cl)cc3)c2=O)C1	16%
CCS(=O)(=O)N(C1CC1)C1CCOC2(CCN(C(=O)NCCc3ccccc3)CC2)C1 (stereo not given)	i
Cc1cccc(NC(=O)N2CCC(CCN)CC2)c1	-3%
O=C(Nc1ccc(OC(F)(F)F)cc1)N1CCOC[C@H](Oc2ccccc2)C1	?
O=C(Cn1nc2n(c1=O)CCCC2)NCCc1ccc(Cl)cc1	i
Fc1ccc(-c2nnn3c2nc(NCc2ccccc2)c2ccccc23)cc1	24%
CCN(CC)C(=O)Cn1c(=O)n(Cc2ccc(C(=O)NCc3ccc(C)cc3)cc2)c(=O)c2ccccc21	-15%
COc1ccc(S(=O)(=O)Nc2ccc(C)n(CC(=O)NC(C)C)c2=O)cc1	i
COC[C@H]1C[C@@H](NCc2cccc(C(F)(F)F)c2)[C@H](O)[C@@H]1O	i
COC[C@@H]1CN(Cc2cccnc2)C[C@H]1c1nc(C)no1	2%
CC(C)CCNC(=O)CSc1nc2ccccc2nc1Cc1ccc(Cl)cc1	290%[activator][5.79 µM]
Cc1ccc(NC(=O)N2CCN(c3nnc(C)c4c(C)n(-c5ccccc5)nc34)CC2)c(Cl)c1	63%[activator]
CNc1nc(N2C[C@H]3CN(CCOC)C[C@@]3(C(=O)O)C2)ncc1F	-1%
CN(C)c1ccc(CNC(=O)CN2C(=O)C3CCCCN3c3ccc(C(=O)N4CCCC4)cc32)cc1 (stereo not given)	-10%
O=C([C@@H]1C[C@H](F)CN1S(=O)(=O)Cc1ccccc1Cl)N1CCc2ccccc2C1	?
COc1ncccc1-c1cc(-c2cccnc2)c2cncn2c1	?

Brought forward from above: 4 entries, then new ones.
SMILES	Pf Dd2 inh
CNc1nc(N2C[C@H]3CN(CCOC)C[C@@]3(C(=O)O)C2)ncc1F	-1%
CN(C)c1ccc(CNC(=O)CN2C(=O)C3CCCCN3c3ccc(C(=O)N4CCCC4)cc32)cc1 (stereo not given)	-10%
O=C([C@@H]1C[C@H](F)CN1S(=O)(=O)Cc1ccccc1Cl)N1CCc2ccccc2C1	?
COc1ncccc1-c1cc(-c2cccnc2)c2cncn2c1	?
CC(O)C1CN(C(=O)OC(C)(C)C)CCN1 (stereo not given)	0%[44.1 µM]
COc1cccc(C(=O)N2CCC(N3C[C@H](O)C[C@H]3C(=O)Nc3ccccc3OC)CC2)c1	?
O=C(O)C1=NOC2CN([S+](=O)([O-])CCC(F)(F)F)CC12 (stereo not given)	17%
Cc1nc(C2CCCN(C(=O)COC(C)C)C2)cc(N2CCOCC2)n1 (stereo not given)	16%
O=C1NC2(CCN(C(=O)c3ccc(F)cc3)C2)Oc2ccccc21 (stereo not given)	?
CC(C)(C(=O)N1CCN(Cc2ccccc2)CC(O)C1)c1ccccc1 (stereo not given)	?
Cc1ccc(NC(=O)CN2C(=O)CN=C(c3ccccc3)c3ccccc32)cc1	i
COc1ccc(OC2CCN(C(C)=O)CC2)c(C(=O)N(C)Cc2ccc3nccnc3c2)c1	-23%
CC(C)(C)C1CCC2(CC1)NC(=O)N(CC(=O)N1CCN(c3ccc(F)cc3)CC1)C2=O (stereo not given)	-14%
c1cc(-c2noc([C@@H]3Cc4nc[nH]c4CN3CC3CCCCC3)n2)ccn1	?
COC(=O)c1ccc2nc(C[C@@H]3C[C@@H](C(C)C)[C@H](CNC(=O)CCC(=O)O)C=C3C)[nH]c2c1	i
O=C(Nc1ccc2c(c1)OCCO2)C1CN(S(=O)(=O)C2CC2)CC12CCCCC2 (stereo not given)	3.2µM*
CCCCNC(=O)[C@H]1CCC[C@H]1NC(=O)c1ccc(OC)nc1	8%
O=C(CC1COCCN1C(=O)c1cc(F)ccc1F)NCc1cccnc1 (stereo not given)	9%
CCOCCN1C(=O)COC[C@@H]1[C@H](O)c1ccc(NC(=O)c2ccc(F)cc2)cc1	i
COc1ccc(CN2C[C@@H]3[C@H](C2)N(CC2CCOCC2)C(=O)C(C)(C)[S+]3(=O)[O-])cc1O	17%
O=C(CCC1CCCN(Cc2cc3c(cc2Cl)OCO3)C1)Nc1ccccc1F (stereo not given)	-25%
COc1ccc(Cl)cc1C(C(=O)O)N1CCN(c2ncccc2C)CC1 (stereo not given)	-4%
COc1ccc(-c2cc3c(=O)n(CCNC(=O)c4cc(F)cc(F)c4)ccn3n2)cc1	?
O=C(c1ccccc1Cl)N1CCC2(CC1)CCN(Cc1cccs1)c1ccccc1O2	10µM*
O=C(Nc1cnc(-c2ccc(Cl)cc2)nc1)c1cccs1	?
COC(=O)CC(NC(=O)Nc1cccn2nc(C)nc12)c1ccccc1 (stereo not given)	-3%
Cc1cc(Nc2ccc(F)cc2)n2c(nc3ccccc32)c1C#N	?
COc1ccc(C)cc1NC(=O)c1cc(S(=O)(=O)N2CCc3ccccc3C2)ccc1F	?
CN(CCc1ccccn1)C(=O)CCC[C@@H]1[C@H]2CCCN3CCC[C@@H](CN1C(=O)c1ccccc1)[C@@H]23	i
CCOc1ccc(C(=O)c2cn(CC(=O)Nc3cccc(OC)c3)c3cc4c(cc3c2=O)OCCO4)cc1	i
Cn1nc(-c2ccccc2)cc1[C@H]1CN2CC[C@H]1C[C@@H]2CNS(=O)(=O)c1cccs1	-13%[44.1 µM]
COc1ccc(-c2c(C)nn3c(C(F)(F)F)cc(C)nc23)cc1OC	?
CCCCc1cn(CC2CCN(C(=O)c3sc(C)nc3C)CC2)nn1	?
COc1ccccc1CCNC(=O)C1CCN(c2nc3ccccc3nc2C(F)(F)F)CC1	41%[activator]

Sorted by number of heavy atoms (high to low): part of the list above
SMILES	Pf Dd2 inh
CCOc1ccc2c(n1)CCN(C(=O)c1ccc(OC)cc1OC)C2	6%
O=C(Cn1nc2n(c1=O)CCCC2)NCCc1ccc(Cl)cc1	i
O=C(c1ccno1)N1C[C@@H]2OCC(=O)N(CC3CC3)[C@@H]2C1	31%[activator][44.1 µM]

Next part
SMILES	Pf Dd2 inh
Cc1cccc(OCCc2noc(C3CN(C(=O)CCc4ccccc4)C3)n2)c1	?
Cc1ccc(C(=O)N[C@H]2CO[C@H]3[C@@H]2OC[C@@H]3n2nnnc2Oc2ccccc2)cc1	i
O=C(CCN1N=C(c2ccccc2)CCC1=O)NCCc1ccc(Cl)cc1	8%
O=C(CCn1ccn2nc3c(c2c1=O)CCCC3)NCc1ccccc1Cl	-6%
Cc1ccc(-c2cn3c(n2)sc2cc(C(=O)NCc4cccs4)ccc23)c(C)c1	11µM*
COc1ccc(CCC(=O)N2CCC(N3CC4CC(C3)[C@H]3CCCC(=O)N3C4)CC2)cc1 (stereo not given in full)	-21%
COc1cc(OC)cc(N2C(=O)[C@@H]3C[C@@H](NC(=O)c4ccncc4)CCN3C2=O)c1	-9%[44.1 µM]
CCOC(=O)c1ccc(N2C(=O)c3n[nH]c(-c4ccco4)c3C2c2cccc(F)c2)cc1 (stereo not given)	10µM*
C[S+](=O)([O-])N1Cc2ccccc2CC2(CCN(Cc3cccnc3)CC2)C1	-18%
CCOC(=O)CCc1c(C)nc2c(-c3ccccc3)c(C)[nH]n2c1=O	-23%
CCOc1ccccc1CNS(=O)(=O)c1cc(-c2onc(C)c2C)ccc1OC	?
CCOCC(=O)N1CCCC1c1nc(CCOc2cccc(C)c2)no1 (stereo not given)	25%
CCNc1cc(N2CCC(CCC(=O)Nc3ccc4c(c3)OCCO4)CC2)ncn1	?
Cc1cccc(NC(=O)Nc2ccc(C)n(CC(=O)NCCN3CCCCC3)c2=O)c1	-19%
Cc1cccc(-c2nc(CCNC(=O)c3ccccc3Br)cs2)c1	22%
CC[C@H]1CN(C(=O)C2CC2)CC[C@H]1CC(=O)NCc1cccnc1	-7%[44.1 µM]
COC(=O)c1ccccc1NC(=O)N1CCC(n2c(C)nc3cccnc32)CC1	21%
O=C(NCCn1cc(SCc2ccc(Cl)cc2)c2ccccc21)c1cccs1	?
Cc1ccc(CNC(=O)c2cc3c(s2)-c2ccc(Cl)cc2SC3)cc1	32%[activator]
Cc1ccccc1NC(=O)CC(NCc1cccnc1)C(=O)O (stereo not given)	14%
CN(C)[C@@H]1CO[C@H](CNS(=O)(=O)c2ccccc2)[C@H]1O	-5%[44.1 µM]
Cc1ccc(NC(=O)C2CCC(CNS(=O)(=O)c3cccc4nsnc34)CC2)c(C)c1 (stereo not given)	1%
CCn1c(CC2CCNCC2)nn(Cc2cc(C3CCCCC3)no2)c1=O	-11%
COc1ccccc1CCNC(=O)Cc1c(C)c2c(cc(C)c3c(C)coc32)oc1=O	0%
Cn1cccc1C(=O)N1CCC(c2noc(COc3ccc(F)cc3)n2)CC1	i
Cn1nc(C2CCN(C(=O)[C@H]3CC(=O)NC(=O)N3)CC2)n(-c2ccccc2)c1=O	?
COc1ccccc1N1CCN(CC[C@H]2CN(C(=O)Nc3ccccc3)CC[C@H]2CC(=O)O)CC1	2%
COc1ccccc1C(=O)N1CCC(c2c[nH]c3ccccc23)(c2c[nH]c3ccccc23)CC1	3.5µM*
COc1cc(NC(=O)CSc2nc(-c3ccco3)cc(C(F)(F)F)n2)cc(OC)c1OC	-19%
CC(C)(C)c1ccc(-c2nc(S(=O)(=O)c3ccccc3)c(N3CCOCC3)o2)cc1	-18%

Next part; the last two above are carried over.
SMILES	Pf Dd2 inh
COc1cc(NC(=O)CSc2nc(-c3ccco3)cc(C(F)(F)F)n2)cc(OC)c1OC	-19%
CC(C)(C)c1ccc(-c2nc(S(=O)(=O)c3ccccc3)c(N3CCOCC3)o2)cc1	-18%
Cc1nc(NC(=O)Cn2nc3c(cc2=O)CCCC3)sc1C	-12%
COc1ccc(NC(=O)Nc2cccc(-c3ccc(N4CCC(C)CC4)nn3)c2)cc1OC	?
CC(=O)NCCC(=O)N1CCCCC1C(=O)Nc1ccc(-n2nc(C)cc2C)cc1 (stereo not given)	-9%
COc1ccc(-c2cc(N3CCC(NC(=O)c4ccc(C)s4)CC3)n[nH]2)cc1	?
C=CCNC(=O)Cc1ccc(N(Cc2ccc(OC)cc2)C(=O)c2ccco2)cc1	i
COCC(=O)NCCc1noc(-c2cccnc2)n1	63%[activator]
COc1cccc(CC(=O)N[C@@H]2CN(Cc3ccccn3)C[C@H]2CN(C)C)c1	4%
COc1cccc(/C=C/c2nc(C#N)c(N(C)Cc3ccccc3)o2)c1	5%
COC(=O)CO[C@@H]1CO[C@H]2[C@@H]1OC[C@@H]2NC(=S)Nc1cc(C)cc(C)c1	i
